AmpC inh detg: blocks E. coli AmpC beta-lactamase in detergent assay. Potency, µM (series often up to 114 µM), for inactives: at the highest dose activity change, negative = inhibition, most hits filed as inhibitors. AmpC hydrolysis of nitrocefin, absorbance 480 nm, 0.01% Triton. P00811. 0.041% of 370,000 active. AID 485294;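 further: potency means the concentration at half of the fitted maximal effect; 0% = no-compound wells and -100% = no-enzyme wells; nearly all actives have a fitted effect of over 25% in size; some results filed as inactive show a strong effect at the top dose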
Target sequence (P00811 whole entry, looked up): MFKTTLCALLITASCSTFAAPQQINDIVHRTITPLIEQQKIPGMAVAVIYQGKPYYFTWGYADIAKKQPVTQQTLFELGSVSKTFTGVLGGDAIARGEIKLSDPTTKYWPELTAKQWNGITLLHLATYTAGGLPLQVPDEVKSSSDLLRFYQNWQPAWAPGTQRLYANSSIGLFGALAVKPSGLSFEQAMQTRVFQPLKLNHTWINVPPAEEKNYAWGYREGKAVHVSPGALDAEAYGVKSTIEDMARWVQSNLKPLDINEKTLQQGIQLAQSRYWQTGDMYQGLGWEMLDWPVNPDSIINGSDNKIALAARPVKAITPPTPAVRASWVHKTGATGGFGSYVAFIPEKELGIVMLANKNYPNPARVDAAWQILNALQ
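AmpC (5.3 nM in the dispensed reagent) in 20 mM phosphate pH 7.0 with 0.01% (detergent screen) or 0.0001% Triton X-100 was preincubated with compounds for 15 min at room temperature. Nitrocefin was then added from an 800 uM solution, and hydrolysis was followed at 480 nm.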
Cycloheximide cs: counter-screen hit for Shiga toxin inhibitors, cycloheximide. 12% of 300,000 active. max response, %. cell reporter, cycloheximide protein synthesis inhibition counterscreen; in the data active means max response mostly above about 13%, no sharp cut-off; inactive means mostly below about 14%; further: read at 38.3 µM for the half of the compounds with a filed dose; 0% is about no effect
Shiga inhibitor: inhibitors of Shiga toxin in Vero cells; Vero cells, Shiga toxin protein synthesis inhibition reporter; inhibition, % at 38.7 µM; 9.2% of 290,000 active; in the data active means inhibition mostly above about 28%, no sharp cut-off; inactive means mostly below about 43%; further: 0% is about no effect
AmpC no deterg: blocks E. coli AmpC beta-lactamase in detergent-free assay; AmpC nitrocefin hydrolysis, absorbance 480 nm, 0.0001% Triton; Potency, µM (doses to about 57.1 µM), without a hit: top-dose activity change, negative = inhibition, most hits filed as inhibitors; 0.52% of 330,000 active; AID 485341;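 further: potency means the concentration at half of the fitted maximal effect; plate controls were no compound for no effect and no enzyme for full effect; nearly all actives have a fitted effect of over 20% in size; some results filed as inactive show a strong effect at the top dose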
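20 mM phosphate pH 7.0 + 0.01% (detergent screen) or 0.0001% Triton X-100; 5.3 nM AmpC reagent; cpd preinc 15 min RT; nitrocefin (800 uM stock) to start; A480 q20 s × 4 min; Activity was normalised to no-enzyme and no-compound control wells.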
HCMV inh: human cytomegalovirus inhibition. activity change, negative = inhibition, % at 57.5 µM. 4.5% of 410,000 active. AID 1259415. HFF cells, HCMV-luciferase reporter, 72 h; stronger effect = lower value; in the data active means activity change below about -60%; inconclusive means no clear call, values can overlap the other calls; inactive means above about -39%; further: on the % scale 0 is the no-effect control and ±100 the full control effect
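Luciferase read-out from HCMV-luciferase-infected HFFs (MOI 1 PFU/cell) 72 h post infection at 37C; compounds added after 16 h cell attachment; activity normalized between buffer-only basal and Salinomycin (10uM) inhibitor controls.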
Giardia FBPA inh: Giardia lamblia aldolase inhibition | A8B2U2 | purified Giardia FBPA | Potency, µM (doses to about 59.6 µM), for the others: at the highest dose activity, negative = inhibition, most hits filed as inhibitors | 0.71% of 290,000 active; further: potency means the concentration at half of the fitted maximal effect; on the % scale 0 is the no-effect control and ±100 the full control effect; nearly all actives have a fitted effect of over 55% in size
Target sequence (A8B2U2 whole entry, looked up): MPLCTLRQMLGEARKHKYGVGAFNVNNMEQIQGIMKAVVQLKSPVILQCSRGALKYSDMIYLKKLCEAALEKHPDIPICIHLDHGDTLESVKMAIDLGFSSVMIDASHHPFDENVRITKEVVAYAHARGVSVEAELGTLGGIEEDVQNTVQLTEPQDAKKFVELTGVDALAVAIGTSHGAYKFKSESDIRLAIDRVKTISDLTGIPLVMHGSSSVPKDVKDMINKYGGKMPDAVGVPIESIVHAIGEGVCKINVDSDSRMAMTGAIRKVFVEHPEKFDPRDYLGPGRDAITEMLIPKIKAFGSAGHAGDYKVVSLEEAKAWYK
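Giardia FBPA (40 nM reagent) was preincubated 10 min at RT with compound (up to 57.5 uM final), then substrate plus GAPDH/TPI/NAD/arsenate coupling system with diaphorase/resazurin was added; resorufin fluorescence (525/598 nm) was read after 20 min.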
AMA1 RON2 block: disrupts binding of P. falciparum AMA1 to RON2. Potency, µM (series often up to 58.2 µM), inactives show top-dose activity change, negative = inhibition, hits mostly inhibitors. AlphaScreen AMA1-biotinylated RON2 peptide binding. 0.2% of 360,000 active;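 further: potency means the concentration at half of the fitted maximal effect; 0% = vehicle wells and -100% = peptide control; nearly all actives have a fitted effect of over 45% in size; some results filed as inactive show a strong effect at the top dose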
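AMA1 (3D7) with his tag at 25 nM final met compounds first, then biotinylated RON2 peptide at 25 nM; detection used donor plus acceptor beads, 10 µg/mL apiece, read by AlphaScreen after 30 min at room temperature.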
* hit, by the source's call; [ ] = dose if it differs, or a comment. Unless noted, the call rests on the fitted dose curve; in most records, active means well fitted curve in the direction sought with a large enough effect; inconclusive means small, poorly fitted or top-dose-only effect, or another doubt; inactive means no such curve, though single readings can be large; an effect the other way counts as inactive or inconclusive.

Preview, three compounds:
`COC(=O)c1cn(C(=O)c2cccs2)c2ccccc12` gave AmpC inh detg 0%, Cycloheximide cs 4, Shiga inhibitor 1, AmpC no deterg -14%, HCMV inh 27, Giardia FBPA inh 4% and AMA1 RON2 block -6%.
`CCCCSC1(SCCCC)N=C(N)C2(C#N)C(c3ccccc3)NC(C)=CC12C#N` (stereo not given) gave AmpC inh detg 2%, Cycloheximide cs -2, Shiga inhibitor 1, AmpC no deterg -14%, HCMV inh 117, Giardia FBPA inh -1% and AMA1 RON2 block -7%.
Screening CC(=O)c1cccc(NC(=O)C2CCN(C(=O)c3cccs3)CC2)c1 returned AmpC inh detg 4%, Cycloheximide cs -4, Shiga inhibitor 5, AmpC no deterg -3%, HCMV inh -29, Giardia FBPA inh 7% and AMA1 RON2 block 13%.

This part in full, from the start:
`COC(=O)c1cn(C(=O)c2cccs2)c2ccccc12` gave AmpC inh detg 0%, Cycloheximide cs 4, Shiga inhibitor 1, AmpC no deterg -14%, HCMV inh 27, Giardia FBPA inh 4% and AMA1 RON2 block -6%.
`CCCCSC1(SCCCC)N=C(N)C2(C#N)C(c3ccccc3)NC(C)=CC12C#N` (stereo not given) gave AmpC inh detg 2%, Cycloheximide cs -2, Shiga inhibitor 1, AmpC no deterg -14%, HCMV inh 117, Giardia FBPA inh -1% and AMA1 RON2 block -7%.
Screening CC(=O)c1cccc(NC(=O)C2CCN(C(=O)c3cccs3)CC2)c1 returned AmpC inh detg 4%, Cycloheximide cs -4, Shiga inhibitor 5, AmpC no deterg -3%, HCMV inh -29, Giardia FBPA inh 7% and AMA1 RON2 block 13%.
Cc1ccc(S(=O)(=O)OCCC2=CC(=O)CCN2Cc2ccccc2)cc1 was read as AmpC no deterg 71%[activator], HCMV inh -10 and AMA1 RON2 block 31%[activator].
Screening COc1ccc(-c2ccc(SCC(=O)NCC3CCCO3)nn2)cc1OC (stereo not given) returned AmpC inh detg 1%, Cycloheximide cs 21*, Shiga inhibitor 7, AmpC no deterg -23%, HCMV inh -4, Giardia FBPA inh 1% and AMA1 RON2 block -4%.
O=C1CC(c2ccccc2)CC(O)=C1C=NCCN1CCNCC1 (stereo not given) was read as AmpC inh detg inconclusive, Cycloheximide cs -4, Shiga inhibitor -30, AmpC no deterg 0%, HCMV inh 32, Giardia FBPA inh -1% and AMA1 RON2 block 80%[activator].
For O=C(NCc1ccc(F)cc1)C1CCC(=O)N1C1CCCCC1 (stereo not given) the results were AmpC inh detg -3%, Cycloheximide cs -5, Shiga inhibitor -6, AmpC no deterg -1%, HCMV inh 15, Giardia FBPA inh 1% and AMA1 RON2 block -2%.
CCC(C)C(NC(=O)c1ccc(Cl)cc1)C(=O)O (stereo not given) was read as AmpC inh detg inconclusive, Cycloheximide cs -1, Shiga inhibitor 8, AmpC no deterg -7%, HCMV inh -12, Giardia FBPA inh 8% and AMA1 RON2 block -3%.
Screening Cc1cc(C)n(-c2ccc(NC(=O)C3CCN(Cc4ccccn4)CC3)cc2)n1 returned AmpC inh detg 1%, Cycloheximide cs -1, Shiga inhibitor 2, AmpC no deterg 41%, HCMV inh -18, Giardia FBPA inh -8% and AMA1 RON2 block 76%[activator].
`COc1ccc(C)cc1S(=O)(=O)N1CCOCC1` gave AmpC inh detg -4%, Cycloheximide cs 1, Shiga inhibitor -4, AmpC no deterg -1%, HCMV inh -14, Giardia FBPA inh -1% and AMA1 RON2 block 2%.
For CCn1cc(C(=O)OC(C)C(=O)Nc2c(C)n(C)n(-c3ccccc3)c2=O)c(=O)c2ccc(C)nc21 (stereo not given) the results were AmpC inh detg -5%, Cycloheximide cs 4, Shiga inhibitor 12, AmpC no deterg 27%, HCMV inh 13, Giardia FBPA inh 2% and AMA1 RON2 block 2%.
`O=[N+]([O-])c1ccc(/C=N/Nc2nc(N3CCCCC3)nc(N3CCCCC3)n2)cc1` gave AmpC inh detg 2%, Cycloheximide cs -1, Shiga inhibitor -4, AmpC no deterg -27%, HCMV inh -38, Giardia FBPA inh 2% and AMA1 RON2 block -4%.
For N#CC1=C(N)Oc2cc(N)ccc2C1c1ccc(F)cc1 (stereo not given) the results were AmpC inh detg -11%, Cycloheximide cs -2, Shiga inhibitor -17, AmpC no deterg -34%, HCMV inh -27, Giardia FBPA inh -18% and AMA1 RON2 block -5%.
CN(Cc1ccccc1)C(=O)CN1CCN(S(=O)(=O)c2ccc(Cl)c(Cl)c2)CC1 was read as AmpC inh detg 2%, AmpC no deterg 234%[activator], HCMV inh -7 and AMA1 RON2 block -2%.
`Cc1cc2oc(=O)cc(-c3cc4ccccc4o3)c2cc1OC(=O)N(C)C` gave AmpC inh detg -1%, Cycloheximide cs -3, Shiga inhibitor -9, AmpC no deterg -2%, HCMV inh -16 and AMA1 RON2 block 0%.
`CCOc1ccc(N2C(=O)/C(=C/c3ccccn3)SC2=S)cc1` gave AmpC inh detg 10%, Cycloheximide cs -2, Shiga inhibitor -4, AmpC no deterg -14%, Giardia FBPA inh 4% and AMA1 RON2 block 4%.
`CCOc1cccc(/C=N/NC(=S)NCCN2CCOCC2)c1O` gave AmpC inh detg -3%, Cycloheximide cs 9, Shiga inhibitor 23, AmpC no deterg inconclusive, HCMV inh -100*, Giardia FBPA inh -2% and AMA1 RON2 block 28%.
Screening CC(=O)c1ccc2c(c1)C1C=CCC1C(C(=O)O)N2 (stereo not given) returned AmpC inh detg inconclusive, Cycloheximide cs 5, Shiga inhibitor -2, AmpC no deterg 10%, HCMV inh 25, Giardia FBPA inh 0% and AMA1 RON2 block 4µM*.
`CCOc1ccc(-n2nc(C(=O)NC3CCCCC3)c3ccccc3c2=O)cc1` gave AmpC inh detg 5%, Cycloheximide cs -3, Shiga inhibitor -5, AmpC no deterg -2%, HCMV inh -5, Giardia FBPA inh 7% and AMA1 RON2 block 16%.
CCCNC(=O)c1ccccc1NC(=O)Cc1ccc(OC)c(S(=O)(=O)N2CCOCC2)c1 was read as AmpC inh detg -16%, AmpC no deterg -1%, HCMV inh 15 and AMA1 RON2 block 2%.
Screening O=C(CSc1ccccc1)NCC(c1ccco1)N1CCCCC1 (stereo not given) returned AmpC inh detg inconclusive, AmpC no deterg -10%, HCMV inh inconclusive and AMA1 RON2 block 17%.
Screening O=C(Nc1ccccc1)NC1CCN(CCCN2C(=O)c3ccccc3C2=O)CC1 returned AmpC inh detg -5%, Cycloheximide cs 7, Shiga inhibitor 8, AmpC no deterg -1%, HCMV inh 21, Giardia FBPA inh -1% and AMA1 RON2 block 6%.
For CC(C)C(NC(=O)c1ccc(S(=O)(=O)N2CCOCC2)cc1)c1nc2ccccc2[nH]1 (stereo not given) the results were AmpC inh detg 2%, Cycloheximide cs -4, Shiga inhibitor -4, AmpC no deterg -7%, HCMV inh 40, Giardia FBPA inh -1% and AMA1 RON2 block 3%.
`CCCCN(CCCC)CCCNC(=O)C1CC(c2ccc(C(F)(F)F)cc2)=NO1` (stereo not given) gave AmpC inh detg -3%, Cycloheximide cs -3, Shiga inhibitor -8, AmpC no deterg 53%, HCMV inh -7, Giardia FBPA inh 4% and AMA1 RON2 block -12%.
`CCC(C)(C)NC(=O)C(OC(=O)c1ccco1)c1ccc(OC)cc1` (stereo not given) gave AmpC inh detg -2%, Cycloheximide cs -1, Shiga inhibitor 7, AmpC no deterg 6%, HCMV inh 7, Giardia FBPA inh -6% and AMA1 RON2 block 3%.
`O=S1(=O)C2CC3CCC2(CN1Cc1cccc(F)c1)O3` (stereo not given) gave Cycloheximide cs -3, Shiga inhibitor 1 and Giardia FBPA inh 9%.
COc1ccc(C)cc1NC(=O)CSc1nnc(-c2cc(C)[nH]n2)n1N was read as AmpC inh detg -6%, Cycloheximide cs 8, Shiga inhibitor -1, AmpC no deterg -9%, HCMV inh -12 and AMA1 RON2 block -12%.
For O=P(Cc1ccccc1)(c1ccccc1)c1ccccc1 the results were AmpC inh detg 0%, Cycloheximide cs 1, Shiga inhibitor -6, AmpC no deterg -16%, HCMV inh -31, Giardia FBPA inh 0% and AMA1 RON2 block -3%.
For CCSc1ccccc1C(=O)Nc1nc2ccccc2c(=O)[nH]1 the results were AmpC inh detg 2%, Cycloheximide cs 12, Shiga inhibitor 17, AmpC no deterg -4%, HCMV inh inconclusive, Giardia FBPA inh -6% and AMA1 RON2 block -15%.
For CC1(C)CC(=O)c2cc(N=C/C(C(=O)c3ccccc3)=C(\O)c3ccccc3)c(=O)oc2C1 the results were AmpC inh detg 3%, Cycloheximide cs 43*, Shiga inhibitor 185*, AmpC no deterg -15%, HCMV inh -30, Giardia FBPA inh -14% and AMA1 RON2 block 53%[activator].
`Cc1cccc(OCC(=O)Nc2ccc(C(=O)Nc3ccccc3C(=O)O)cc2)c1C` gave AmpC inh detg -4%, Cycloheximide cs -1, Shiga inhibitor -4, AmpC no deterg -7%, HCMV inh -3, Giardia FBPA inh 4% and AMA1 RON2 block -6%.
Screening CC[N+]1(C)CC2CCC(C)(C1)C2(C)C (stereo not given) returned AmpC inh detg -8%, Cycloheximide cs 1, Shiga inhibitor 4, AmpC no deterg -17%, HCMV inh -22, Giardia FBPA inh 2% and AMA1 RON2 block 6%.
For CCCCN1CNC(=S)N(CCc2ccc(OCC)c(OCC)c2)C1 the results were AmpC inh detg -1%, Cycloheximide cs -3, Shiga inhibitor -3, AmpC no deterg 52%, HCMV inh -34, Giardia FBPA inh 1% and AMA1 RON2 block -7%.
For COCCNC(=O)CN1CCOc2ccccc21 the results were AmpC inh detg inconclusive, Cycloheximide cs -1, Shiga inhibitor -2, AmpC no deterg -8%, HCMV inh 21, Giardia FBPA inh -15% and AMA1 RON2 block -1%.
C=CCN(C1=NCCN1)c1c(Cl)cccc1Cl was read as Cycloheximide cs -5, Shiga inhibitor 13 and Giardia FBPA inh -1%.
For CCC(C(=O)NCc1ccc(C)cc1)c1ccccc1 (stereo not given) the results were AmpC inh detg -14%, Cycloheximide cs 4, AmpC no deterg -13%, HCMV inh -21, Giardia FBPA inh -2% and AMA1 RON2 block -1%.
For CSc1ccccc1C(=O)C1CCCN(S(=O)(=O)N(C)C)C1 (stereo not given) the results were AmpC inh detg 5%, Cycloheximide cs 8, Shiga inhibitor 12, AmpC no deterg 12%, HCMV inh 44, Giardia FBPA inh -3% and AMA1 RON2 block -4%.
Screening COCCN(CCOC)C(=O)CN1C(=O)NC2(CCCc3sccc32)C1=O (stereo not given) returned AmpC inh detg -2%, Cycloheximide cs -7, Shiga inhibitor 3, AmpC no deterg -2%, HCMV inh inconclusive, Giardia FBPA inh -9% and AMA1 RON2 block 2%.
`CCN(CC)C(=O)c1ccc(NS(=O)(=O)c2ccccc2)cc1` gave AmpC inh detg inconclusive, Cycloheximide cs 2, Shiga inhibitor 7, AmpC no deterg -10%, HCMV inh 31, Giardia FBPA inh 6% and AMA1 RON2 block -3%.
